# Screens: PubChem BioAssay, Johns Hopkins Ion Channel Center
# CHT inh: inhibits the human high affinity choline transporter; CHT-expressing cells, membrane potential dye, choline response; hits give low values; 0.86% of 310,000 active; B-score at 10 µM; AID 488975;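 active means B-score over 3 SD under the library average, and starting fluorescence ratio not unusually high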;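 further: choline stimulus applied at its EC90 after an EC20 pre-addition; B-score computed on integrated fluorescence ratio after choline addition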
# Target sequence (Q9GZV3 whole entry, looked up): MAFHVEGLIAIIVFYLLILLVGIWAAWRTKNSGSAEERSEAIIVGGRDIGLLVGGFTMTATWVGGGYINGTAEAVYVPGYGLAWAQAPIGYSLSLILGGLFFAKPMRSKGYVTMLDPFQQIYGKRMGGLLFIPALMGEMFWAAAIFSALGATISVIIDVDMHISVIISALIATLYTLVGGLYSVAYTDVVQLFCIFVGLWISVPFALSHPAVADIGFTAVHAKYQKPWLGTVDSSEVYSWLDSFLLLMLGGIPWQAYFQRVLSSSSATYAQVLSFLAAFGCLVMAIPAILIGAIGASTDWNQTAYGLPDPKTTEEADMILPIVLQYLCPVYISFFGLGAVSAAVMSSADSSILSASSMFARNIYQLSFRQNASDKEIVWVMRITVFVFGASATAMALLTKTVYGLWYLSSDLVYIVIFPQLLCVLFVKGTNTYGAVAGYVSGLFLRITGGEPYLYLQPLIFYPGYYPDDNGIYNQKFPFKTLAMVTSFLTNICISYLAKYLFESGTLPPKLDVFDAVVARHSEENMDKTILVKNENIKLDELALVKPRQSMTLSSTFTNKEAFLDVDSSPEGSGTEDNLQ
# Kir21 inh: inhibitors of mouse Kir2.1 inward-rectifier potassium channel | HEK293-Kir2.1, FluxOR thallium flux fluorescence; hits give low values | B-score at 10 µM | 0.85% of 310,000 active;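 active means fluorescence ratio B-score at or below minus 3 SD of library scores, with starting-brightness B-score within 2 SD, cut at about -4.2 in these data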;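 further: channel flux triggered by added potassium and thallium sulfate stimulus; B-score of peak minus minimum fluorescence over baseline after thallium stimulus; more negative B-score means stronger Kir2.1 block with less thallium influx; some compounds called inactive have numbers as strong as hits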
# Target sequence (P35561 whole entry, looked up): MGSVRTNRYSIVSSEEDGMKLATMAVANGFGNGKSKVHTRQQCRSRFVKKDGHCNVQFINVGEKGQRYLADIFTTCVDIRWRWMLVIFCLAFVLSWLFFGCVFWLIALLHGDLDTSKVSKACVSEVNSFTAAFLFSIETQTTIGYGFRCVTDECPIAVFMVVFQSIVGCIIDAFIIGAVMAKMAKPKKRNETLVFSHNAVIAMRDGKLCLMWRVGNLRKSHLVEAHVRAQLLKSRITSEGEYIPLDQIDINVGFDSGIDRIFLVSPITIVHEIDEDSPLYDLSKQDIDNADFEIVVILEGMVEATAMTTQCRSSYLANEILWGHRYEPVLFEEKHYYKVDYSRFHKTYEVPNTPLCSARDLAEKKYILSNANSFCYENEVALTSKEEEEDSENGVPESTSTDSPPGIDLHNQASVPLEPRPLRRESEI
# Numbers without * were called inactive; i = inactive; x = not tested or not shown. An unsorted share of the library; any-hit rate near 1.6%.
# The first 3 records, ahead of the listing:
SMILES,CHT inh,Kir21 inh
Cc1cc(CNC(=O)[C@H]2C[C@@H]2[C@H](NP(=O)(c2ccccc2)c2ccccc2)c2ccccc2)nn1C,i,x
CCCCn1c(N)c(N(CC(C)C)C(=O)Cn2c(=O)oc3ccccc32)c(=O)[nH]c1=O,i,-0.99
O=C(NCCOc1ccccc1F)C1CCC(=O)N(CCc2cccc(F)c2)C1 (stereo not given),i,0.02

# The listing (from the top)
SMILES,CHT inh,Kir21 inh
Cc1cc(CNC(=O)[C@H]2C[C@@H]2[C@H](NP(=O)(c2ccccc2)c2ccccc2)c2ccccc2)nn1C,i,x
CCCCn1c(N)c(N(CC(C)C)C(=O)Cn2c(=O)oc3ccccc32)c(=O)[nH]c1=O,i,-0.99
O=C(NCCOc1ccccc1F)C1CCC(=O)N(CCc2cccc(F)c2)C1 (stereo not given),i,0.02
COC(=O)c1sc2ccccc2c1NC(=O)c1coc2ccccc2c1=O,i,-0.05
C/C(=N/NC(=O)CSc1nc2ccccc2n1C)c1ccncc1,i,-0.62
COC(=O)C1=C(C(=O)OC)[C@@H]2N(C)c3ccccc3[C@@]23C[C@@H](CO)N(C(=O)C2CCC2)C3=N1,i,-0.26
Cc1ccc(C)c(S(=O)(=O)NC(C)C(=O)Nc2ccc(-c3nc4ccccc4s3)cc2)c1 (stereo not given),i,-0.15
Cc1ccc(C)c(NC(=O)COc2coc(CN3CCc4ccccc4C3)cc2=O)c1,i,0.09
Cc1ccccc1NC(=O)CN1C(=O)CSc2ccc(S(=O)(=O)N3CCCCC3)cc21,i,-0.73
COc1ccc(C)cc1N(CC(=O)N1CCCCCC1)S(=O)(=O)c1ccc(C)cc1,i,-2.7
Cc1cc(C(=O)NNC(=O)c2ccc(Cl)cc2)no1,i,0.51
C=C(C)CSc1nc2nc(C)cc(C)n2n1,i,0.09
CCc1nn(CCCC(=O)N(C)Cc2ccccc2)c(=O)c2cc3occc3n12,i,-0.27
Cc1ccc(C(=O)N2CCSC2=S)cc1,i,-0.56
CC(=NC1CCCCC1)C1=C(O)c2ccccc2C1=O,i,0.17
CCOc1ccc2nc(-c3ccccc3)[nH]c2c1,i,0.25
CC(=O)Nc1ccc(S(=O)(=O)Nc2nc3ccccc3nc2Sc2nncn2C)cc1,i,2.1
CC(=O)N1c2ccc(S(=O)(=O)N3CCCC(C(=O)Nc4ccc(C)cc4C)C3)cc2CC1C (stereo not given),i,-0.29
O=[N+]([O-])c1ccc(NS(=O)(=O)c2cccc3cccnc23)cc1,i,-0.37
CC1CC(=O)N(c2ccc(NCCc3ccc(O)cc3)c([N+](=O)[O-])c2)C1=O (stereo not given),i,3.3
Nc1c(Cl)c(Cl)nc(C(=O)N/N=C/c2ccco2)c1Cl,i,0.77
COCCn1c(SCC(=O)NC2CCCCC2)nnc1-c1ccco1,i,-0.21
COc1ccc(CN2CCc3c([nH]c4ccccc34)C2)c(OC)c1C,i,-2.9
CC(=O)c1c(O)cc(=O)n(-c2ccccc2)c1-c1cccc2ccccc12,i,-0.03
Cc1nc2ccccc2c(=O)n1NC(=O)/C=C/c1ccc(Br)cc1,i,1.2
Cc1ccccc1NC(=S)N1CCOCC1,i,0.67
Cc1cccc(NC(=S)N2CCN(S(=O)(=O)c3ccc(F)cc3)CC2)c1,i,0.03
COc1ccc(CNC(=O)Cn2cncn2)cc1OC,i,0.02
Cc1ccc(NC2CCCN(C(=O)c3cnc4ccccn4c3=O)C2)cc1C (stereo not given),i,-1.6
Cc1cc(S(=O)(=O)N2CCN(c3ccccc3F)CC2)ccc1-n1cnnn1,i,-1.5
CN(C)S(=O)(=O)c1cccc(NC(=O)CNC2CCCCC2)c1,i,-0.2
CC(=O)Nc1c2c(nn1-c1ccccc1)CSC2,i,-0.23
C=CCNC(=O)C1CCN(c2cnccn2)CC1,i,0.95
COc1ccc(C)cc1NC(=O)CN1CCCN(S(=O)(=O)c2ccc(Br)cc2)CC1,i,0.65
Clc1cccc(C[n+]2cc(-c3ccccc3)n3c2CCC3)c1,i,-0.19
O=C(CCn1c(=O)c2ccccc2n(CC(=O)NC2CCCC2)c1=O)NCCc1ccc(Cl)cc1,i,1.9
Fc1cccc(Cc2noc(CN3CCSCC3)n2)c1,i,1.1
CN(/N=C/c1ccc(N(C)C)cc1)C1=NS(=O)(=O)c2ccccc21,i,0.01
Cc1ccc(C(=O)CSc2nnc3c4ccccc4nc(Cc4ccccc4)n23)cc1,i,0.57
COc1ccccc1NC(=O)C1CCCN(S(=O)(=O)c2ccc3[nH]c(=O)ccc3c2)C1 (stereo not given),i,-1.4
Cc1cccc(C(=O)NCCc2nnc(SCC(=O)Nc3cccc(C(=O)O)c3)n2C)c1,i,0.07
O=C(NC1CCN(Cc2ccc(F)cc2)CC1)c1ccccc1,i,-1
O=C(COc1ccccc1)NCCc1cn2ccsc2n1,i,0.69
Cc1cc2c(cc1C)C(c1ccccc1Br)CC(=O)N2 (stereo not given),i,0.88
COc1cc(NC(=O)COc2ccc(Br)cc2)ccc1NC(=O)C(C)C,i,-0.31
CCCc1nnc(SCC(=O)N2CCOCC2)n1CCCOC,i,-1.1
COc1ccc(C(=O)COC(=O)Cc2c[nH]c3ccccc23)c(OC)c1,i,-1.3
Fc1ccccc1Cn1nnc(-c2ccc3c(c2)OCO3)n1,i,1.7
O=C1OC(/C=C/c2ccccc2)=NC/1=C/c1ccco1,i,-0.06
COc1ccc2c(c1OC)CN1CCc3cc4c(cc3[C@@H]1[C@@H]2O)OCO4,i,1.1

# Next records:
SMILES,CHT inh,Kir21 inh
CCC(c1nnnn1Cc1ccccc1)N1CCN(C(=O)c2ccco2)CC1 (stereo not given),i,1.9
Cc1ccccc1NC(=S)N/N=C1\CC(C)(C)Oc2ccc(O)cc21,i,0.3
O=S(=O)(NCc1ccco1)c1ccc(Cl)cc1Cl,i,-0.02
COCc1nnc(NC(=O)CCC2CCCCC2)s1,i,-1.2
Cc1nnc(N/N=C/c2ccc([N+](=O)[O-])cc2)n1N,i,0.02
N#Cc1ccc(CSc2ccccn2)c(Cl)c1,i,-0.01
COc1cccc(C(=O)Nc2cc([N+](=O)[O-])ccc2N2CCN(C)CC2)c1,i,-0.56
O=C(Nc1nnc(-c2ccccc2)o1)C1CCCCC1,i,-0.65
CC(=O)c1sc(-c2ccc(F)cc2)cc1NS(=O)(=O)c1ccc(C)cc1,i,2
S=C(Nc1cccnc1)N1CCCCC1,i,-0.49
O=C(O)CCn1c(=O)sc2ccccc21,i,1.8
CCc1ccc2[nH]c(=O)c(CN(Cc3nnnn3C3CCCC3)C3CCCCC3)cc2c1,i,0.54
CSC1=NCCN1S(=O)(=O)c1ccc(NC(C)=O)cc1,i,0.29
COc1ccccc1N(CC(=O)NCc1cccnc1)S(C)(=O)=O,i,0.36
C=C(C)CN(CC)CCC(=O)Nc1ccc(OC)cc1OC,i,-1.5
CCOC(=O)c1c(N2C(=O)Nc3ccccc3N2O)sc2c1CCCC2,i,-1.2
CCOc1ccc(-n2c(Cc3cc(=O)[nH]c(=O)[nH]3)nnc2SCC)cc1,i,0.29
O=C(CNC(=O)c1cccs1)OCc1c(F)cccc1Cl,i,-1.2
CCOC(=O)c1ccc(N/C=C\C(=O)c2cccc(OC)c2)cc1,i,-0.06
COc1ccc(NC(=O)C2=C(C)C(=O)OC23CCC(C)CC3)cc1Cl (stereo not given),i,0.23
COCC1CCN(Cc2nc(COc3ccccc3)no2)C1 (stereo not given),i,-0.45
C#Cc1ccc([C@@H]2C=C(C(=O)NCc3nc4ccccc4[nH]3)O[C@H](OCC)[C@H]2CCCO)cc1,i,-0.47
O=C1CNC(=O)/C(=C\c2ccc(F)cc2)N1,i,-0.14
O=C(NC(=S)Nc1cc(Cl)ccc1N1CCOCC1)c1ccc(-c2cccc(Cl)c2)o1,i,-1.4
CC(C)/C=N/NC(=O)c1cccc(N2CCCC2=O)c1,i,-0.3
Cc1ccc(S(=O)(=O)CCc2ccccn2)cc1,i,-0.35
CC1=Nc2ccccc2/C1=C/c1nc(-c2ccc(C)s2)oc1O,i,0.53
CC1Cc2ccccc2N1C(=O)CSc1nnc2c(n1)[nH]c1ccc(F)cc12 (stereo not given),i,-2
CCOC(=O)[C@H]1[C@H]2COc3ccc(Br)cc3[C@@H]2N2C(=O)c3ccc(F)cc3NC(=O)[C@@]12C,i,x
O=C(NC1CCCC1)C(c1ccc(F)cc1)N(Cc1ccc(F)cc1)C(=O)CCl (stereo not given),i,1.1

# Continued; it opens with the 6 that closed the last part.
SMILES,CHT inh,Kir21 inh
CC(C)/C=N/NC(=O)c1cccc(N2CCCC2=O)c1,i,-0.3
Cc1ccc(S(=O)(=O)CCc2ccccn2)cc1,i,-0.35
CC1=Nc2ccccc2/C1=C/c1nc(-c2ccc(C)s2)oc1O,i,0.53
CC1Cc2ccccc2N1C(=O)CSc1nnc2c(n1)[nH]c1ccc(F)cc12 (stereo not given),i,-2
CCOC(=O)[C@H]1[C@H]2COc3ccc(Br)cc3[C@@H]2N2C(=O)c3ccc(F)cc3NC(=O)[C@@]12C,i,x
O=C(NC1CCCC1)C(c1ccc(F)cc1)N(Cc1ccc(F)cc1)C(=O)CCl (stereo not given),i,1.1
COC(=O)c1sccc1S(=O)(=O)N1CCCC(N(C)CCc2ccccn2)C1 (stereo not given),i,-0.05
C=CCc1ccccc1OCC(O)CN(C(C)C)C(C)C (stereo not given),i,-0.03
COc1ccc(N2C(=O)CC(n3c(CCCCO)nc4ccccc43)C2=O)cc1 (stereo not given),i,1.5
COc1ccccc1C(=O)NC(CCSC)C(=O)NCC(c1ccco1)N(C)C (stereo not given),i,0.39
CCSc1nnc(NC(=O)CSc2nccn2-c2cccc(C)c2C)s1,i,-0.57
Cc1ccc(-c2nnc(N3CCN(C(=O)c4cccs4)CC3)c3ccccc23)cc1,i,-1.5
N#Cc1ccc(-c2csc(NC(=O)c3ccc(S(=O)(=O)N4CCc5ccccc5C4)cc3)n2)cc1,i,0.2
CS(=O)(=O)c1cccc(-c2nnc(NC(=O)c3ccc4ncsc4c3)o2)c1,i,0.03
O=C(Nc1ccccc1C(=O)NC(Cc1c[nH]c2ccccc12)C(=O)O)c1ccccc1 (stereo not given),i,-1.1
COc1cccc(N2CCN(C(=O)c3[nH]c(C)c(C(C)=O)c3C)CC2)c1,i,-1.8
COc1ccc(OC)c(C2=C/C(=C/c3ccccn3)C(=O)O2)c1,i,-1.4
C=CCNc1nc(SC)nc2ccsc12,-11*,1.3
C=CCn1c(O)c(N=NC(=S)Nc2cccc(OC)c2)c2ccccc21,i,-1.9
CCn1nc(NC(=O)c2ccccn2)c2cc3cccc(C)c3nc21,i,2.6
Cc1ccccc1-n1nc(C)c(N=O)c1N,i,-0.49
COC(=O)CSc1nnc(CSc2nc(C)cc(C)n2)o1,i,-0.09
O=C(CCc1ccccc1)N1CCN(c2ccc(F)cc2)CC1,i,-0.36
COC(=O)[C@@H]1C[C@@]2(O)[C@H](O)[C@H](O)[C@H](O)C[C@H]2N1C/C=C/c1ccccc1,i,0.03
CC(=O)c1ccc(NC(=O)C2CCCN(C(=O)c3ccc(Cl)cc3)C2)cc1 (stereo not given),i,2.6
CSCCC(NC(=O)c1ccco1)C(=O)N(C)CC(=O)Nc1c(Cl)cccc1Cl (stereo not given),i,2.2
COc1ccccc1N(CC(=O)NCCSCc1cccc(Cl)c1)S(C)(=O)=O,i,1
COC(=O)CCC(=O)COc1ccc(OC)cc1C#N,i,x
Cc1ccc2cc(CN(CCN(C)C)C(=S)Nc3ccccc3)c(=O)[nH]c2c1C,i,0.35
O=C(Nc1ccc(C(=O)O)cc1)/C(=C\c1ccc([N+](=O)[O-])cc1)NC(=O)c1ccc(Br)cc1,i,0.25
CC1CCCN(Cc2nc3c(c(=O)n(C)c(=O)n3C)n2CCCc2ccccc2)C1 (stereo not given),i,-0.32
CCC(=O)Nc1ccc(C(=O)CSc2nnc(-c3cccnc3)o2)cc1,i,0.95
c1ccc(-c2ncc(-c3ccn[nH]3)s2)cc1,i,-1.6
O=C(Cn1nc(C(=O)O)c2ccccc2c1=O)Nc1ccc2c(c1)OCO2,i,-1.5
COC(=O)c1cc(C(=O)OC)cc(N2C(=O)CN=C2Nc2nc(C)cc(C)n2)c1,i,-0.83
COc1ccc(/C=C/C(=O)NCCCc2ccccc2)cc1OC,i,-0.42
Cc1cc([N+](=O)[O-])cc2c1NC(c1ccccn1)C1CC=CC21 (stereo not given),i,0.43
CCOC(=O)C1CCN(C(=O)c2cccc(S(=O)(=O)N(C)C3CCCCC3)c2)CC1,i,0.94
CCOC(=O)C1=C2c3cc(OC)c(OC)cc3CC(C)(C)N2C(=O)C1=O,i,0.09
CN(CC(=O)Nc1ccc(N2CCOCC2)cc1)C(=O)COc1ccccc1F,i,0.29
CCCCN(Cc1ccco1)S(=O)(=O)c1c[nH]c(C(=O)OC)c1,i,-4
CC(=O)c1ccc(NC(=O)NNS(=O)(=O)c2ccc(F)cc2)cc1,i,-0.01
CN(C)S(=O)(=O)c1cc(NC(=O)CNCCN2CCOCC2)ccc1Cl,i,-0.12
O=C(NCc1nc2ccccc2[nH]1)C1=C[C@@H](c2ccc(Br)cc2)C[C@@H](OCc2ccc(CO)cc2)O1,i,1.4
Cc1cc(NC(=O)c2ccccc2C)ccc1NC(=O)c1ccccc1Cl,i,-0.03
O=C(O)CCC(=O)NNC(=O)COc1ccc2ccccc2c1Br,i,1
CCOC(=O)C1(CCOC)CCN(Cc2ccncc2)CC1,i,0.65
Cc1ccc(C)c(N2CCN(C(=O)C3CCCCN3S(=O)(=O)c3ccc(F)cc3)CC2)c1 (stereo not given),i,-0.1
COC(=O)c1ccccc1NC(=O)NCc1ccco1,i,1.4

# A portion of the results above, for reference:
SMILES,CHT inh,Kir21 inh
CCCCN(Cc1ccco1)S(=O)(=O)c1c[nH]c(C(=O)OC)c1,i,-4
CC(=O)c1ccc(NC(=O)NNS(=O)(=O)c2ccc(F)cc2)cc1,i,-0.01
CN(C)S(=O)(=O)c1cc(NC(=O)CNCCN2CCOCC2)ccc1Cl,i,-0.12
